# Compound activity (PubChem)
# UDG counterscr – Primary qHTS assay for inhibitors of Activation Induced Cytidine Deaminase (AID): UDG Counterscreen signal; Uracil-DNA glycosylase; FRET deamination/UDG coupled assay, UDG read, 4 h; Potency, µM (highest dose often 115 µM), for the others: at the highest dose activity change, negative = inhibition, hits mostly inhibitors; 0.14% of 91,000 active; AID 1347430, 2020; also: nearly all actives have a fitted effect of over 65% in size
# AID inh – Primary qHTS assay for inhibitors of Activation Induced Cytidine Deaminase (AID): AID signal | Single-stranded DNA cytosine deaminase (Homo sapiens), Q9GZX7 | AID deamination FRET fluorescence, UDG-coupled, 4 h | Potency, µM (doses to about 115 µM), inactives show at the top dose activity change, negative = inhibition, usual class: inhibitors | 0.32% of 91,000 active; also: nearly all actives have a fitted effect of over 25% in size
# Target sequence (Q9GZX7 whole entry, looked up): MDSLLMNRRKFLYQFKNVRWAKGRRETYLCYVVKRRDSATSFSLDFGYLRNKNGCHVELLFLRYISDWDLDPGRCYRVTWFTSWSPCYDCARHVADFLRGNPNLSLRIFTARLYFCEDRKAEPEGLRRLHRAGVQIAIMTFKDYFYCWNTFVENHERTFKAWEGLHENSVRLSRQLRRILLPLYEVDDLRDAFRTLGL
# Active calls of the source: *; ? = inconclusive; & = joins results of further samples; [ ] = dose if it differs, or a comment. Calls follow the shape of the dose curve; as a rule, active = well fitted curve in the direction sought with a large enough effect; inconclusive = small, poorly fitted or top-dose-only effect, or another doubt; inactive = no such curve, though single readings can be large; an effect the other way counts as inactive or inconclusive. % is scaled to controls: 0 for no effect and ±100 for the full control effect; potency is read from the fitted curve at half-maximal effect. A portion of the library (hit frequency here may not be typical).
mol,UDG counterscr,AID inh
COc1ccc(C)cc1NC(=O)c1cc2c(=O)n(Cc3cccnc3)ccc2nc1C,11.2%,0.3%
COc1ccc(Cl)cc1S(=O)(=O)N1CCN(C(=O)c2cc(-c3ccc(Br)cc3)n[nH]2)CC1,-6.9%,-3.6%
COCCCNC(=O)c1ccc(Cn2c(SCc3ccc(F)cc3)nc3cccnc32)cc1,-2.3%,-6.0%
Cc1ccc(OCC(O)Cn2nc(-c3cccs3)oc2=O)c(C)c1 (stereo not drawn),2.4%,-10.5%
OC[C@H]1O[C@@H](n2cnc3c(NC4CCCC4)ncnc32)[C@H](O)[C@@H]1O,7.5%,-2.0%
CC(C)NC(=O)c1ccccc1OCc1ccc(Cl)cc1,-0.5%,-8.9%
COC(=O)c1ccc(CNC(=O)c2ccccc2-c2ccccc2)cc1,0.1%,-5.2%
COc1ccc(C(=O)/C=C/c2ccc(F)cc2)c(OC(=O)c2ccccc2Br)c1,-4.4%,-7.3%
Cc1ccc(CNC(=O)CCCn2c(=O)c3ccccc3n(Cc3ccccc3Cl)c2=O)cc1,-13.8%,5.0%
O=C(NC1CCCc2ccccc21)C1CC2CCCC(C1)C2=O (stereo not drawn),1.1%,6.5%
O=C(Cc1ccsc1)Nc1ccc(Br)cc1F,20.0%,-11.6%
COc1ccc(S(=O)(=O)N(CC(=O)NCCSc2ccc(C)cc2)c2ccc(C)cc2)cc1,1.0%,9.0%
COc1ccccc1NC(=O)CSc1nc(-c2ccc(C)cc2)nc2c1Cc1c(CO)cnc(C)c1O2,2.2%,2.0%
Cc1ccc(N2CCN(S(=O)(=O)c3cccc4ccccc34)CC2)cc1Cl,-9.6%,-19.7%
CC12CC(C)(C)C(C#N)(C(N)=C1C#N)C(=C(C#N)C#N)N2 (stereo not drawn),-4.6%,3.3%
CCN(C(=O)CCc1nc(-c2ccc(C)cc2)no1)c1cc(C)ccc1C,-17.3%,?
Oc1ccc(Cl)cc1C=NCc1ccc(F)cc1Cl,5.1%,-9.3%
C=CCNC(=S)NNC(=O)c1cccc(C)c1,-12.5%,-5.4%
CNC(=O)c1ccc(CN(C(=O)c2ccc(C(C)=O)s2)C2CC2)cc1,-6.5%,29.9%
COc1ccc2c(c1)c1c(c(=O)n(Cc3ccccc3)c(=O)n1CC(=O)Nc1ccccc1F)n2C,-2.6%,-5.2%
NS(=O)(=O)c1ccc(N/N=C/c2c(F)cccc2Cl)c([N+](=O)[O-])c1,-12.3%,-12.7%
O=C(COc1ccc2ccccc2c1)NC1CC(=O)N(c2ccccc2)C1 (stereo not drawn),-11.7%,11.9%
Fc1ccccc1-n1ncc2c1ncn1nc(Cc3ccccc3)nc21,2.9%,4.9%
Cc1c(C(=O)Nc2ccc(C(C)C)cc2)sc2nc3n(c(=O)c12)CCC3,4.1%,?
COC(=O)C(C)Oc1c(Br)cc(C=O)cc1OC (stereo not drawn),5.6%,-1.4%
COc1ccc(C2C(C(N)=O)=C(C)Nc3nc(SCc4ccccc4Cl)nn32)cc1OC (stereo not drawn),-2.9%,4.4%
CCOc1ccc(Cl)cc1C1CC(=O)Nc2cc(OC)c(OC)c(OC)c21 (stereo not drawn),-3.9%,4.5%
CC1COCCN1C(=O)Cc1n[nH]c(=O)c2ccccc12 (stereo not drawn),1.9%,13.2%
NC(=O)C1CCN(C(=O)c2ccc(NC(=O)c3nsc4ccccc34)cc2)CC1,1.1%,8.0%
Brc1ccc(Oc2nc(-c3ccccc3)cs2)cc1,4.8%,-1.0%

# Single records, from the list above. Screens in order: UDG counterscr, AID inh
# CCN(C(=O)CCc1nc(-c2ccc(C)cc2)no1)c1cc(C)ccc1C across the screens: -17.3%, ?
# COC(=O)C(C)Oc1c(Br)cc(C=O)cc1OC (stereo not drawn) across the screens: 5.6%, -1.4%

# Following part
mol,UDG counterscr,AID inh
COc1ccc2c(c1)c1c(c(=O)n(CCc3ccccc3)c(=O)n1Cc1cccc(C)c1)n2C,-10.8%,0.7%
O=C(O)CN(CCCc1ccccc1)CC(=O)O,8.1%,3.5%
CCC(NC(=O)c1cccs1)c1ccccc1 (stereo not drawn),4.1%,0.5%
CCc1cccc(-n2c(SCC(=O)NC(C)c3cc4ccccc4o3)nnc2N2CCOCC2)c1 (stereo not drawn),-11.6%,-13.6%
CCCOc1ccc(C2C(=O)N(C3CCCCCC3)CC(=O)N2CCC2=CCCCC2)cc1OC (stereo not drawn),-8.7%[57.5 µM],3.6%
COc1ccc2[nH]cc(CCNC(C)=O)c2c1,1.1%,-1.3%
O=[N+]([O-])c1ccc(/C=N/O)s1,1.0%,1.2%
Fc1ccc(-n2ncc3c(NC4CCCCCC4)ncnc32)cc1,-12.4%&-13.4%,-18.5%&-14.2%
N#CCCc1c(O)ccc2ccccc12,-4.0%,-3.8%
CC1CCC(N(C)C(=O)c2nn(-c3ccccc3)c(=O)c3ccccc23)CC1 (stereo not drawn),3.1%,-11.2%
O=c1nc2n(-c3ccc(Cl)c(Cl)c3)c3cc(Cl)ccc3cc-2c(=O)[nH]1,-1.5%,?
COc1ccc(OC)c(C2CC(=O)Oc3c2c(=O)n(C)c2ccccc32)c1 (stereo not drawn),5.8%,1.1%
NC(=O)c1cc(S(=O)(=O)NCC2CCC(C(=O)Nc3ccc(Cl)cc3)CC2)cs1 (stereo not drawn),1.0%,?
Cc1cc(NC(=O)NCC(c2cccs2)N2CCOCC2)no1 (stereo not drawn),4.1%,-0.9%
CCCc1nc2sc3c(N4CCC(C)CC4)ncnc3c2c2c1CCCC2,21.3%,37.0%[activator]
COc1ccc(S(=O)(=O)N2CCC(C(=O)Nc3ccccc3)CC2)cc1OC,3.0%,-9.5%
O=C(NCCc1ccccc1Cl)c1ccc2c(c1)nc1n2CCCCC1,-2.2%,8.1%
Cc1cccc(C)c1OCc1nc2c3cnn(-c4ccccc4Br)c3ncn2n1,-3.6%,7.9%
Cn1c(=O)c2c(nc(NCCO)n2Cc2cccc(C(F)(F)F)c2)n(C)c1=O,10.5%,0.2%
Nc1ccc(-c2ccc3ccccc3n2)cc1,-12.6%,0.6%
O=C(Cn1cc(C(=O)c2cccs2)c2ccccc21)Nc1ccc(Br)cc1,-16.4%,-7.5%
Cc1ccc(C(=O)C(C)OC(=O)c2cccs2)cc1 (stereo not drawn),-2.8%,5.6%
Cc1cc(=O)oc2c(C)c(OCC(=O)NCCCN3CCOCC3)ccc12,3.8%,2.3%
CCOc1ccccc1CNC(=O)Cn1c(-c2ccccc2)cc(C(C)=O)c1C,16.4%,6.1%
CC1CCCCN1CCCNC(=O)Cn1ncc2c3ccccc3n(Cc3ccccc3)c2c1=O (stereo not drawn),-12.3%[57.5 µM],6.1%
Cc1cccc(C)c1NC(=O)CSc1nnc(COc2ccccc2)n1Cc1ccco1,2.7%,-7.3%
O=C(COc1ccccc1Cl)Nc1ccc2nc(SCC(=O)N3CCCC3)sc2c1,2.7%[57.5 µM],5.2%
CCCCCn1c(=O)[nH]c2cc(C(=O)Nc3ccc(F)cc3)ccc2c1=O,-8.3%,2.8%
COc1ccc(S(=O)(=O)NCCc2sc3nc(-c4ccc(C)cc4)nn3c2C)cc1F,-7.3%,-12.8%
Cc1ccc2c(=O)cc(C(=O)Nc3ccc(S(=O)(=O)N4CCCCCC4)cc3)oc2c1,-16.5%[57.5 µM],27.8%
Cc1nnc2ccc(SCC(=O)Nc3ccc(Cl)cc3)nn12,4.7%,-0.4%
O=C(/C=C/c1ccc(Oc2ccccc2)cc1)c1ccc(N2CCOCC2)cc1,3.0%,0.7%
O=c1c2cc(Cl)ccc2ncn1CC(O)COc1ccc(Br)cc1 (stereo not drawn),3.4%,-7.6%
CCc1ccc(S(=O)(=O)Nc2ccc3c(c2)n(C)c(=O)c(=O)n3C)cc1,36.1%[activator],199.3%[activator]
Cc1ccc(C(=O)Nc2nc3ccc(S(=O)(=O)N4CCCC4)cc3s2)cc1,11.8%,12.5%
C#CCOc1c(Cl)cc(/C=C/C(=O)c2ccc(OCC(=O)O)cc2)cc1OC,8.3%,-20.0%
CN(C)C(=O)C(Sc1nnc(-c2ccncc2)n1-c1ccc(Cl)cc1)c1ccccc1 (stereo not drawn),29.5%,-15.9%
CCCCNc1nc2c(c(=O)[nH]c(=O)n2C)n1Cc1ccccc1Cl,9.4%,-2.1%
COc1ccc(/C=C(\C#N)C(=O)Nc2ccccc2C(=O)O)c(OC)c1,0.4%,?
Cc1ccc2c(c1)N(C(=O)Nc1cccc3c1CCCC3)CCO2,?,-16.9%
O=c1oc2ccccc2c(N2CCN(c3ccc(F)cc3)CC2)c1CN1CCCC1,-3.1%,?
Cc1cc(=O)oc2cc(OCC(=O)NC(C)(C#N)C3CC3)ccc12 (stereo not drawn),0.1%,7.0%
CCOc1ccc(NC(=O)Cn2c(=O)oc3cc(S(=O)(=O)N4CCC(C)CC4)ccc32)cc1,?,7.7%
CCCc1ccc(C(=O)Cn2nnc(-c3ccccc3Br)n2)cc1,-10.0%,8.4%
COc1ccc(C2=NN3C(C2)c2cccc(OC)c2OC32CCN(C(C)=O)CC2)c(OC)c1 (stereo not drawn),?,?
Cc1ccc(Cl)cc1N1CCN(C(=O)Cn2nc(C)n3c(cc4sccc43)c2=O)CC1,-2.5%,-12.4%
O=C(c1cc(=O)c2ccccc2o1)N1CCC(CCN2CCCCC2)CC1,2.7%,9.8%
CCOC(=O)c1cnc2c(Cl)c(Cl)ccc2c1Nc1ccc(N(C)C)cc1,4.2%,44.5%
Cc1cc(C)cc(NC(=O)c2cccc(C(=O)Nc3cc(C)cc(C)c3)c2)c1,-14.4%,15.5%
CC(C)NC(=O)NC(=O)CN(C)C(C)C(C)(C)C (stereo not drawn),9.7%,-0.7%
O=C(O)c1cccc(NCc2ccc(F)cc2)c1,0.7%,3.0%
CCOc1ccc(CNC(=O)c2ccc3c(c2)nc2n3CCCCC2)cc1,10.0%,-14.8%
Cc1cccc(C(C)C)c1NC(=O)COC(=O)c1ccc2ccccc2n1,4.0%,-8.0%
NS(=O)(=O)c1ccc(CCNc2nccn(-c3cccc(C(F)(F)F)c3)c2=O)cc1,?,-14.8%
CC(=O)NCCNC(=O)CCCc1nnc2n(C)c(=O)c3sccc3n12,39.6%[activator],8.7%
CCOC(=O)c1ccccc1NC(=O)Cn1c(=O)n(CCC(=O)NCc2ccccc2OC)c(=O)c2ccccc21,-8.5%,-1.9%
CCc1ccc(C(=O)COC(=O)CNC(=O)c2ccccc2)cc1,-12.2%,3.8%
Cc1cc(/C=C(/C#N)c2ccccn2)c(C)n1C1CC1,-3.3%,33.1%[activator]
CCOC(=O)c1cc(S(=O)(=O)N2CCN(c3ccccc3)CC2)[nH]n1,0.8%,-6.0%
O=C(CSc1nc2ccccc2s1)c1cccc(C(F)(F)F)c1,2.9%,14.2%

# Following part:
mol,UDG counterscr,AID inh
CCOC(=O)c1c(N)n(-c2cc(C)cc(C)c2)c2nc3ccccc3nc12,-24.8%,18.3%
COC(=O)CC1Oc2ccccc2-n2cc(-c3ccc(F)cc3)nc21 (stereo not drawn),4.1%,13.4%
OCC1NCC(O)C(O)C1O (stereo not drawn),1.8%,3.7%
O=C(NCCC1=CCCCC1)c1ccc2c(c1)N(Cc1ccc(Cl)cc1)C(=O)c1ccccc1S2=O (stereo not drawn),-4.5%,-14.4%
Cc1ccc(Cl)cc1N1CCN(C(=O)c2c(C)oc3ncnc(N4CCOCC4)c23)CC1,1.7%,?
CCOc1ccc2c(c1)c(=O)c(C(=O)c1ccccc1)cn2Cc1ccccc1,?,?
Cn1c(=O)c2c(nc(NCc3ccc4c(c3)OCO4)n2Cc2cccc(F)c2)n(C)c1=O,-0.7%,1.1%
NC(=O)c1cc(C(=O)O)c[nH]1,-3.1%,18.2%
CCCCCCCCCCS(=O)(=O)N/N=C/c1c[nH]c2ccccc12,-3.0%,7.5%
Cn1c(=O)[nH]c(=O)c2c1nc(N1CCN(CC(N)=O)CC1)n2Cc1ccc(Cl)cc1Cl,-13.2%,-17.1%
Cc1nc(-c2ccccn2)n[nH]1,0.9%,1.9%
CCNc1cc(C)ccc1C,-0.3%,10.3%
COc1ccc(-c2c(C)nn3c(C(F)(F)F)cc(-c4ccccc4)nc23)cc1OC,-0.3%,-5.6%
Cn1c(=O)n(C)c2cc(CNCc3ccc(C(=O)O)cc3)ccc21,2.5%,6.1%
CC(=Nc1ccc([N+](=O)[O-])cc1)N(C)C,-8.5%,-5.4%
CCCCCCNC(=O)C(C#N)c1nc2ccccc2nc1N1CCCCC1 (stereo not drawn),-4.8%,-7.4%
O=C(CCC(=O)c1ccc2c(c1)CCC2)NC1CCCCC1,4.6%,1.4%
Cn1c(=O)c2c(-c3ccccc3)n(CCCO)cc2n(C)c1=O,14.2%,1.6%
Cc1ccc(N(CC(=O)Nc2ccc(F)cc2F)S(=O)(=O)c2cccs2)cc1,-15.8%,14.5%
O=S(=O)(Nc1nc2n(n1)C(c1ccc(F)cc1)C=C(c1ccccc1)N2)c1ccc(Cl)cc1 (stereo not drawn),-1.3%,-25.9%
COc1ccccc1C(C)NC(=O)c1nn(C(C)C)c(=O)c2ccccc12 (stereo not drawn),-13.9%,-14.4%
